UBC13 polyUb: inhibitors of human UBC13 polyubiquitin chain formation; P61088; TR-FRET; inhibition, % at 20 µM; actives 0.47% (n = 330,000); in the data active means inhibition above about 45%, passing the limit was not always enough
Target sequence (P61088 whole entry, looked up): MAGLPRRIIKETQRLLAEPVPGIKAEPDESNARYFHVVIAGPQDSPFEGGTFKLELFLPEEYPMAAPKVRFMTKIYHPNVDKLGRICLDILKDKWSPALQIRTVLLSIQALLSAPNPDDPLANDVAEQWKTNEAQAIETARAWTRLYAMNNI
SENP8 block-1: SENP8 (human) protease inhibition; AID 602440; actives 0.64% (n = 360,000); inhibition, % at 20 µM; Q96LD8; recombinant SENP8, Nedd8 substrate fluorescence; in the data active means inhibition mostly above about 40%, no sharp cut-off; inactive means mostly below about 27%
Target sequence (Q96LD8 whole entry, looked up): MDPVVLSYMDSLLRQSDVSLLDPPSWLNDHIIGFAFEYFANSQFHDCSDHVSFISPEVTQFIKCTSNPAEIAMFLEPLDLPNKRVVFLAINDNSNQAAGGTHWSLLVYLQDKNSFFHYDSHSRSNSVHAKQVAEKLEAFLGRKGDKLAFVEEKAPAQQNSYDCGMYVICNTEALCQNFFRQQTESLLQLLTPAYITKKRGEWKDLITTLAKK
A3G deaminase: APOBEC3G (human) deaminase inhibition. inhibition, % at 20 µM. Q9HC16. recombinant A3G, ssDNA deamination FAM/TAMRA fluorescence. AID 493012. actives 0.28% (n = 330,000);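 active means inhibition of at least 40% at 20 µM, with no more than 30% in the related APOBEC3A deaminase screen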;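 further: plate controls were DMSO wells with A3G for no effect and wells lacking A3G enzyme for full effect; some compounds called inactive have numbers as strong as hits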
Apaf1 inhib: inhibitors of human Apaf-1 apoptosome. reconstituted apoptosome caspase-3 activity, DEVD-Rh110 fluorescence. inhibition, % at 20 µM. actives 0.71% (n = 330,000); active means inhibition of at least 40% at 20 µM;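 further: plate controls were DMSO wells for no effect and DEVD-CHO caspase inhibitor wells for full effect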
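Material: biochemical Apaf-1 apoptosome reconstitution. Medium: Hepes buffer, pH 7.5. Also added: cytochrome c activation, bis-DEVD rhodamine 110 substrate. Timing: 30 min compound preincubation, 50 min activation, room temperature. Measured by: rhodamine 110 fluorescence at Ex 480/Em 540 nm.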
SENP7 block: inhibitors of human SENP7 protease; inhibition, % at 5 µM; actives 1.5% (n = 330,000); Q9BQF6; AID 434973; recombinant SENP7, Z-RLRGG-aminoluciferin luminescence, 40 min;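 active means inhibition above about 50% at the single test dose, limit read from the data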;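 further: plate controls were DMSO with enzyme for no effect and no enzyme buffer wells for full effect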
SENP1 FRET inh: blocks the human SENP1 SUMO protease catalytic domain. actives 0.21% (n = 360,000). Q9P0U3. AID 624204. recombinant SENP1 catalytic domain, CyPet-SUMO1-YPet FRET cleavage. inhibition, % at 10 µM;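 active means inhibition at least 30% at 10 µM, raw YFP signal under a set limit, fluorescence ratio 0.5 to 1.5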;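 further: 0% = enzyme with DMSO and 100% = no enzyme wells; some results filed as inactive read as strong as hits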
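Material – human SENP1 catalytic domain · Input – SENP1 enzyme, 20 pM final · Compound dosing – single concentration of 10 µM compound, 0.5% DMSO final · Timing – enzyme reaction for 50 min at room temperature, dark · Measured by – FRET fluorescence in CFP and YFP emission channels · Control set – no-enzyme wells low, DMSO-plus-enzyme wells high control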
SENP8 block-2: blocks the human protease SENP8; Q96LD8; purified SENP8, Z-RLRGG-aminoluciferin cleavage, luminescence; actives 1.2% (n = 330,000); inhibition, % at 10 µM; AID 2540; in the data active means inhibition above about 50%
SENP6 block: blocks the human protease SENP6; Recombinant SENP6 catalytic domain, aminoluciferin luminescence; actives 1.8% (n = 330,000); inhibition, % at 10 µM; Q9GZR1;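 active means inhibition above about 50% at the single tested dose, limit read from the data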;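 further: plate controls were DMSO wells with enzyme for no effect and DMSO wells lacking enzyme for full effect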
Target sequence (Q9GZR1 628-1112 limits assumed): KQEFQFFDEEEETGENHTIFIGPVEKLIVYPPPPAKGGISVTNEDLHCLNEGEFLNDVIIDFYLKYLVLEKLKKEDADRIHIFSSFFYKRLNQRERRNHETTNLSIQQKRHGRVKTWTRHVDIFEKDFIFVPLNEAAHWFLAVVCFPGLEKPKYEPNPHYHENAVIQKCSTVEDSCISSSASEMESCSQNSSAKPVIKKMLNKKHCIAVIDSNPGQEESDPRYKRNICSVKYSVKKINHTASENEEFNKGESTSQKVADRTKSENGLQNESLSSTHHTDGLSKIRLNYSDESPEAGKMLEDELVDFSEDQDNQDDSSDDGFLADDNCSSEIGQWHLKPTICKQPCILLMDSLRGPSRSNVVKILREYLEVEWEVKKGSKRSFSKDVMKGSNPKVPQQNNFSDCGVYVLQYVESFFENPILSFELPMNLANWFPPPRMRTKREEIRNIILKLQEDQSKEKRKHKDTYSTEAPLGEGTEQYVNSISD
An asterisk follows results filed as active; i = inactive; / = no result given.

Results follow in this order: UBC13 polyUb, SENP8 block-1, A3G deaminase, Apaf1 inhib, SENP7 block, SENP1 FRET inh, SENP8 block-2, SENP6 block
[1] COc1ccc(-c2nc(C#N)c(NCCCN(C)C)o2)cc1OC
  0, -296, 1, -11, 5, -2, -4, -23
[2] CC1CCCN(S(=O)(=O)c2cc(C(=O)NCc3ccco3)ccc2Cl)C1 (configuration not stated)
  -11, -2, -1, 22, -13, -1, -12, -15
[3] Cc1csc(N2CCN(c3cc4nc(-c5ccncc5)[nH]c4cc3Cl)CC2)n1
  -5, i, -6, 16, 5, -4, -8, -11
[4] CC1(C)C(=O)OC(c2ccco2)C(C)(C)C1=O (configuration not stated)
  8, 9, -5, -10, 0, 2, -3, -6
[5] Cc1cc(NC(=O)c2ccc(NC(=O)C(C)C)cc2)no1
  6, 6, -1, -8, 0, 0, -6, -8
[6] CC(C)n1nnc2ccccc2c1=O
  -7, 10, -6, 3, 2, 1, -2, -11
[7] COc1ccc(Oc2ccccc2C=O)cc1
  -4, 30, -1, 3, 5, 1, 2, 7
[8] Cc1ccc(OCC(=O)OC(C)CN(C)Cc2ccccc2)cc1 (configuration not stated)
  -4, 10, -2, -4, 3, 0, 1, -28
[9] O=C(Cn1cnc2c(OCc3ccccc3)ncnc21)NCC1CCCO1 (configuration not stated)
  -6, 6, -7, -8, 10, 2, -5, -16
[10] Cc1ccc(C(=O)CNc2ccc(C)c(Cl)c2)cc1
  -14, 35, 0, 16, 5, 0, 4, 8
[11] COc1cc(/C=N/N2CCN(Cc3ccc(Cl)cc3)CC2)ccc1OC(C)=O
  -1, 20, -5, 12, -13, 2, -5, -4
[12] COc1ccc(N2CCN(C(c3ccccc3)c3sc4nc(C)nn4c3O)CC2)cc1 (configuration not stated)
  -10, 10, 3, 12, 10, 3, 4, 13
[13] COc1ccccc1NC(=O)Nc1c(C)n(C)n(-c2ccccc2)c1=O
  11, 12, -3, -7, -2, 0, 3, 1
[14] Nc1cccc(Nc2ncnc3ccccc23)c1
  -4, 4, -8, -14, 12, 0, -2, -19
[15] CCCCCCCCNC(=O)/C(C#N)=C/c1ccc(SC)cc1
  5, -180, 0, 26, 6, -11, -2, 3
[16] CCCCn1c(SCC(=O)N(CC)C2CCS(=O)(=O)C2)nnc1C(CC)N(C)C (configuration not stated)
  4, 2, -4, -4, -3, 2, 5, 4
[17] CN=C(Nc1cc(C)nn1-c1ccccc1)c1ccccc1
  -4, -20, 2, -9, -9, 2, -7, 2
[18] CCCCn1c(SCC(=O)Nc2cc(C)on2)nnc1-c1ccco1
  8, 26, -2, -5, -4, 1, -1, -3
[19] CC1CS(=O)(=O)CCN1N=Cc1ccc([N+](=O)[O-])o1 (configuration not stated)
  -26, 0, -6, -9, 6, 3, 3, 2
[20] COc1ccc([C@H]2Oc3cc(O)cc(O)c3C(=O)C2[C@@H]2C(=O)c3c(O)cc(O)cc3O[C@@H]2c2ccc(OC)cc2)cc1 (some centres not stated)
  -6, /, -9, 11, 2, /, -9, -18
[21] CC(C)c1ccc(CNCc2ccccc2)cc1
  3, 15, -1, -3, 1, 2, -4, -5
[22] CC1(c2ccc(OCC#N)cc2)C=C(c2ccc(OCC#N)cc2)n2nc(C(F)(F)F)nc2N1 (configuration not stated)
  -6, -29, -5, 2, -5, 3, -3, -11
[23] CN(CC(=O)Nc1cccc(F)c1)C(=O)/C=C/c1ccc2ccccc2n1
  -11, -6, -2, 13, 4, -3, -11, -27
[24] COc1ccc(CC(=O)Nc2ccccc2NC(=O)Cc2ccc(OC)cc2)cc1
  -1, -1, -5, 9, -9, 8, 2, -7
[25] Cc1ccc(NC(C(N)=O)c2c(C)[nH]c(=O)[nH]c2=O)cc1 (configuration not stated)
  -2, 11, 3, -1, -1, 3, 9, 6
[26] O=S(=O)(Nc1ccc(Cc2ccncc2)cc1)c1ccc(Cl)cc1
  3, 9, -2, 7, -4, 5, 1, 8
[27] O=C(Cn1cnc2c(OCc3ccccc3)ncnc21)NCc1ccccc1
  -15, 10, -6, 3, -7, 0, -6, -14
[28] CCCCC(CC)CNS(=O)(=O)c1ccc2c(c1)CCN2C(=O)CCC(=O)O (configuration not stated)
  2, 4, 4, -1, -1, 0, 11, 11
[29] O=C(OC1CO[C@H]2O[C@@H]1[C@H](OC(=O)c1ccccc1)[C@H]2OC(=O)c1ccccc1)c1ccccc1 (some centres not stated)
  -19, -2, -7, 0, 10, 1, -11, -6
[30] Cc1ccsc1C(=O)C1CCCN(Cc2cccn2-c2ccc(Cl)cn2)C1 (configuration not stated)
  19, 12, -4, -2, -3, 1, 1, -9

Continuation:
Results follow in this order: UBC13 polyUb, SENP8 block-1, A3G deaminase, Apaf1 inhib, SENP7 block, SENP1 FRET inh, SENP8 block-2, SENP6 block
[31] CC(Sc1ccccc1)C(=O)NN=C1CCCCCC1 (configuration not stated)
  11, 3, -13, -3, 1, 3, -3, 6
[32] COc1cccc(CNC(=O)CSCc2cnn(-c3ccccc3)c2-n2cccc2)c1
  11, 1, -6, 12, 3, 1, -2, -2
[33] COCCNc1oc(/C=C/c2ccc(F)cc2)nc1S(=O)(=O)c1ccccc1
  1, -329, -2, 10, 2, -25, 2, -1
[34] CCOc1ccc(NC(=O)CCC(=O)N/N=C/c2ccc3c(c2)OCO3)cc1
  -8, 7, -8, -6, -4, 2, -12, -12
[35] OCCC1CN(Cc2ccc3cc(Cl)ccc3n2)CCN1Cc1ccsc1 (configuration not stated)
  -10, 2, -6, 5, -6, -21, -3, -4
[36] CCCn1nnnc1NC(=O)COc1ccc(Cl)c(C)c1
  -11, 14, -4, -3, 1, 1, -6, -20
[37] CCCCn1nc(C(=O)N(CC)CC(=O)Nc2c(F)cccc2F)c2ccccc2c1=O
  6, 9, -1, -3, 5, 2, -5, -6
[38] CCn1nc(C(=O)NNC(=O)COc2ccc(OC)cc2)c2ccccc2c1=O
  17, 12, -6, 3, 5, 2, -6, 1
[39] CCCCc1nc2cc(C(=O)N3CCCC(OCCC)C3)ccc2o1 (configuration not stated)
  -2, 13, -3, 1, -1, 2, 7, 3
[40] O=C(CSc1nc2c(cnn2-c2ccccc2)c(=O)[nH]1)NC1CCS(=O)(=O)C1 (configuration not stated)
  -7, 12, -4, -4, 1, -3, -4, -16
[41] COc1ccccc1OCCCC(=O)Nc1nnc(C2CCCO2)s1 (configuration not stated)
  -3, 2, -1, 2, -3, 1, 3, 4
[42] N#Cc1c(SCc2ccccc2)sc(C(=O)c2ccccc2)c1N
  14, -54, -12, 4, -10, -6, 0, -19
[43] COc1ccc(NC2CC(=O)N(CCc3ccccc3)C2=O)cc1 (configuration not stated)
  0, 36, -4, -13, 5, 5, 7, 8
[44] COCCCN(C(=S)Nc1cc(C)cc(C)c1)C(C)c1ccncc1 (configuration not stated)
  -21, 7, -9, 16, -2, 3, -7, -4
[45] COc1ccc(C(=O)NC2CCN(CC(=O)Nc3cccc(C)c3)CC2)cc1OC
  6, 11, -10, -5, 1, 0, 4, 2
[46] COC(=O)[C@@]12CCCN1[C@H](c1ccc(-c3ccccc3)cc1)[C@H]1C(=O)N(C)C(=O)[C@H]12
  0, -4, 5, 11, 4, 2, -4, -9
[47] COc1ccc(C)cc1S(=O)(=O)NC1CCCCC1C (configuration not stated)
  4, 17, -4, 4, 2, 3, -2, -5
[48] Nc1nc(SCc2nc3sc4c(c3c(=O)[nH]2)CCCC4)n[nH]1
  10, -44, -3, 6, -1, -3, -4, 8
[49] O=C(CSCc1ccccc1)NC1CCSC1=O (configuration not stated)
  15, 18, -7, -18, 3, 1, 2, -19
[50] CC1=C(C(=O)Nc2cccc(C(=O)NCc3ccccc3C)c2)SCCO1
  9, 2, 4, 6, 9, 2, -15, 3
[51] CCC(C)(C#CCN1CCCCC1)OCCC#N (configuration not stated)
  5, 29, -5, -6, -3, -2, -8, -12
[52] N#CC1=C(N)OC2=C(C(=O)CCC2)C1c1ccccc1 (configuration not stated)
  3, 12, -3, -7, 4, 0, -4, 2
[53] O=C(CN1C2=NCCCN2c2ccccc21)c1ccc(Br)s1
  -2, 41*, -4, 9, 0, 1, -11, -6
[54] CCc1cccc(C)c1NC(=O)CCCn1c(=O)c2cccn2c2cccnc21
  -3, -34, -7, -13, -4, -4, 9, 6
[55] CCOc1cccc2sc(N(CCN(C)C)C(=O)/C=C/c3cccs3)nc12
  22, 6, -4, -6, 4, 4, 6, -1
[56] COc1ccccc1C(=O)Nc1ccc2c(c1)nc(CCNC(C)=O)n2C
  6, 7, -5, -14, 1, 0, 0, -14
[57] O=C(Nc1nc2c(Br)cccc2s1)C1CC1
  -9, 10, 2, 17, 11, -2, -10, 0
[58] CC(NC(=O)CS(=O)(=O)c1ccccc1)c1ccccc1 (configuration not stated)
  0, 5, -7, -6, 1, -2, 7, -6
[59] CCCCCCOC(=O)C(C#N)c1nc2ccccc2nc1N1CCN(C)CC1 (configuration not stated)
  16, -74, 0, 19, 0, -49, -3, 2
[60] CCN1CCN(C(=O)c2ccc3c(=O)n(CCc4ccccc4)c(=O)[nH]c3c2)CC1
  7, -8, -8, 3, 1, -1, 4, -3

Record cards, as listed above:
`COc1ccc(C)cc1S(=O)(=O)NC1CCCCC1C` (configuration not stated) is entered as UBC13 polyUb: 4; SENP8 block-1: 17; A3G deaminase: -4; Apaf1 inhib: 4; SENP7 block: 2; SENP1 FRET inh: 3; SENP8 block-2: -2; SENP6 block: -5
`CCOc1cccc2sc(N(CCN(C)C)C(=O)/C=C/c3cccs3)nc12` is entered as UBC13 polyUb: 22; SENP8 block-1: 6; A3G deaminase: -4; Apaf1 inhib: -6; SENP7 block: 4; SENP1 FRET inh: 4; SENP8 block-2: 6; SENP6 block: -1
`CCc1cccc(C)c1NC(=O)CCCn1c(=O)c2cccn2c2cccnc21` is entered as UBC13 polyUb: -3; SENP8 block-1: -34; A3G deaminase: -7; Apaf1 inhib: -13; SENP7 block: -4; SENP1 FRET inh: -4; SENP8 block-2: 9; SENP6 block: 6

Other results.
Results follow in this order: UBC13 polyUb, SENP8 block-1, A3G deaminase, Apaf1 inhib, SENP7 block, SENP1 FRET inh, SENP8 block-2, SENP6 block
[61] O=C(OCC(=O)N1CCCC1=O)C1CCN(S(=O)(=O)c2c(Cl)cccc2Cl)CC1
  -11, 0, -1, 16, -4, 1, -1, -5
[62] CNC(=S)NN(c1ccccc1)c1ccccc1
  10, 5, -3, -6, 3, 1, 2, 9
[63] CN(C(=O)COC(=O)c1cccc(S(=O)(=O)N2CCCCC2)c1)C1CCS(=O)(=O)C1 (configuration not stated)
  1, 15, -5, 0, -3, 1, -1, -6
[64] CC(=O)Nc1ccc(CN2CCCC(C(=O)c3ccc(C(F)(F)F)cc3)C2)cc1 (configuration not stated)
  8, 3, -7, -5, 6, -3, 3, -3
[65] O=C(O)c1ccc([N+](=O)[O-])c2c1C(=O)c1ccccc1C2=O
  -27, 18, -2, -11, -4, 1, -6, -7

High-throughput results as filed in PubChem BioAssay.
